Screens as filed in PubChem BioAssay.
GDH-TPI counter – GDH-TPI coupling enzyme inhibitors, primary screen, artefact control for M. tuberculosis FBA inhibitor project, biochemical, absorbance, full deck | GDH-TPI coupled enzyme counterscreen, NADH absorbance | inhibition, % at 4.8 µM | 1.2% of 360,000 active; in the data active = inhibition above about 30%;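 also: 0% = DMSO wells and 100% = wells lacking the enzyme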
BoNT F protease – BoNT/F light chain protease inhibitors, primary screen, biochemical, flow cytometry, MLPCN library; Botulinum neurotoxin type F light chain protease (Clostridium botulinum); Multiplex microsphere protease cleavage assay; inhibition, % at 10 µM; 0.22% of 360,000 active; in the data active = inhibition above about 35%, passing the limit was not always enough; inconclusive = no clear call, values can overlap the other calls; also: plate controls were buffer without enzyme for full effect and enzyme alone for no effect
BioA inh – M. tuberculosis BioA enzyme inhibitors, primary screen, biochemical, plate reader, single point, HTS; inhibition, % at 9.99 µM; 0.096% of 360,000 active; purified M. tuberculosis BioA enzyme; in the data active = inhibition above about 40%; inconclusive = no clear call, values can overlap the other calls
Mtb FBA inh – Mtb FBA enzyme inhibitors, primary screen, biochemical, fluorescence, strain H37Rv; Fructose-bisphosphate aldolase (Mycobacterium tuberculosis (strain ATCC 25618 / H37Rv)), …; purified M. tuberculosis FBA, fluorescence read-out; inhibition, % at 1 µM; 2.3% of 360,000 active; in the data active = inhibition above about 27%;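 also: 0% = vehicle and 100% = reference inhibitor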
PrPC TRFRET – inhibitors of human cell surface prion protein PrPC, primary screen, cell-based, TR-FRET; TR-FRET read-out; Major prion protein (Homo sapiens), P04156; 0.43% of 370,000 active; inhibition, % at 13.8 µM; in the data active = inhibition above about 24%; also: 0% = median of the test wells and 100% = reference compound wells
Rv3671c protease – Rv3671c serine protease inhibitors, primary screen, biochemical, fluorescence polarization, M. tuberculosis H37Rv | inhibition, % at 5.96 µM | 0.048% of 320,000 active | AID 2606, 2010; in the data active = inhibition above about 38%;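 also: extracellular domain of Rv3671c used as enzyme; 0% = enzyme with DMSO and 100% = no enzyme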
Target sequence (P9WHR9 whole entry, looked up, the tested form may be a part): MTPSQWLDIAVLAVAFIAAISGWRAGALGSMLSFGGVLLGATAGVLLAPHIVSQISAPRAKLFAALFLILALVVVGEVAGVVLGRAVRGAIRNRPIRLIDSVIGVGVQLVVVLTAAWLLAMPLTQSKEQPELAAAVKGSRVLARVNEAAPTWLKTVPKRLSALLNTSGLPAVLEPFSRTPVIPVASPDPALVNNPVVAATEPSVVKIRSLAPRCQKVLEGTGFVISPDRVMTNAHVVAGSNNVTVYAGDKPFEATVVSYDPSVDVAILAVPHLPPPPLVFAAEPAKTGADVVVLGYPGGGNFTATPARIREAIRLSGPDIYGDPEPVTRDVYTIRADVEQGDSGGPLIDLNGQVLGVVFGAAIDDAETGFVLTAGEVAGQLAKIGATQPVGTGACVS
UGM FP inh – M. tuberculosis UGM enzyme inhibitors, primary screen, biochemical, fluorescence polarization, single point; UDP-galactopyranose mutase (Mycobacterium tuberculosis (strain ATCC 25618 / H37Rv)), …; purified UGM, fluorescence polarization probe displacement; inhibition, % at 10 µM; 0.06% of 320,000 active; AID 504406, 2011; in the data active = inhibition above about 10%, passing the limit was not always enough; inconclusive = no clear call, values can overlap the other calls
Target sequence (P9WIQ1 whole entry, looked up): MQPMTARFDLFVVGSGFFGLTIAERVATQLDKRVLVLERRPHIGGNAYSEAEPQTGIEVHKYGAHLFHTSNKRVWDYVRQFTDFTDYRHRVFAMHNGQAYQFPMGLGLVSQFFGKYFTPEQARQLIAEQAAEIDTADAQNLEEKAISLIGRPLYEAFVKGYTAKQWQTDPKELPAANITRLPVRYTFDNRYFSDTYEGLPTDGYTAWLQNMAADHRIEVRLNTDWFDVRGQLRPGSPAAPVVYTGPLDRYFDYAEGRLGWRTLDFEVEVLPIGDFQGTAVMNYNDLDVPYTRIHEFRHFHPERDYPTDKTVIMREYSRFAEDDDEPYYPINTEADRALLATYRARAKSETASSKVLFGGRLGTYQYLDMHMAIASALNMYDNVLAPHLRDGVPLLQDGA
MazF activator – activators of E. coli MazEF toxin-antitoxin RNase, primary screen, biochemical, fluorescence, uHTS. Endoribonuclease toxin MazF (Escherichia coli (strain K12)), P0AE70. FAM/BHQ RNA-DNA oligo cleavage fluorescence, 5 h. activation, % at 20 µM. 0.32% of 350,000 active. AID 504720, 2011; in the data active = activation above about 50%
Target sequence (P0AE70 whole entry, looked up): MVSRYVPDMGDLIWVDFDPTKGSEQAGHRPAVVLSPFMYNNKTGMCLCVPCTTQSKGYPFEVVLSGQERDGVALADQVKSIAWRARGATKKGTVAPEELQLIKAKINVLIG
FadD28 FP inh – inhibitors of FadD28 bisubstrate probe binding, primary screen, biochemical, fluorescence polarization, single point. Mycobacterium tuberculosis FadD28 fatty-acid-AMP ligase. inhibition, % at 12.5 µM. 0.22% of 360,000 active. AID 588549, 2011; in the data active = inhibition above about 8.5%, passing the limit was not always enough; inconclusive = no clear call, values can overlap the other calls
* = called active by the depositor; ? = inconclusive; . = no result given.

SMILES	GDH-TPI counter	BoNT F protease	BioA inh	Mtb FBA inh	PrPC TRFRET	Rv3671c protease	UGM FP inh	MazF activator	FadD28 FP inh
Cc1nn(-c2ccccc2)c(C)c1/C=C/C(=O)OC(C)C(N)=O (stereo not given)	1	-18	6.5	1	2	2	2.4	-2	-0.6
COCCN(C(=O)CSCC(=O)Nc1cccc(C)c1)c1c(N)n(Cc2ccccc2)c(=O)[nH]c1=O	0	-1	.	0	-2	2	-1.5	1	-1.7
O=C(NNC(=O)NC1CCCCC1)NC1CCCCC1	-17	-2	.	5	-6	9	-1.0	4	-3.0
CON(c1nc(Cl)nc(N(C)C)n1)S(=O)(=O)c1ccccc1Cl	-2	-4	2.6	-1	1	6	-1.9	-5	-4.4
Cc1cccc(C)c1NC(=O)C1CCCN1C(=O)OC(C)(C)C (stereo not given)	-2	-5	.	-1	0	-5	-0.5	6	-0.2
CC(NC(=O)C12CC3CC(C)(CC(C)(C3)C1)C2)c1ccncc1 (stereo not given)	-4	27	-0.4	1	1	1	1.7	4	-1.8
Cn1cccc1C(=O)OCC(=O)Nc1ccc2c(c1)OCO2	1	0	.	0	9	4	3.4	2	-1.8
CCCCN1CNC(=S)N(CCc2ccc(OCC)c(OCC)c2)C1	20	.	-2.7	2	-4	-2	3.6	7	-3.1
Cc1ccc(/C=C2\SC(=S)N(c3cccnc3)C2=O)cc1	-10	0	.	1	0	-8	1.0	9	-3.4
Cc1ccccc1NC(=O)CCC(=O)OCC(=O)c1cccc([N+](=O)[O-])c1	-7	-2	-0.4	-3	-2	2	-0.6	2	1.4
Cc1ccc(N2C(=O)NC(=O)/C(=C/C=C/c3ccco3)C2=O)cc1	11	3	.	0	-1	-23	-2.9	-109	-1.2
CC(=O)Nc1ccc(NC(=O)CS(=O)(=O)c2cn(CC(=O)N3CCCC3)c3ccccc23)cc1	-3	6	-3.0	5	-6	-8	0.0	-1	0.2
COc1ccc(OCc2cnc(Cl)s2)cc1	-11	-8	-0.5	4	11	-4	-1.5	-3	-0.8
COc1cc(/C=C(/C#N)C(=O)Nc2ccc(C)cc2)ccc1Oc1nc(Cl)ncc1F	1	0	.	-5	6	11	-1.7	1	-3.0
C#CCN(C[C@H]1[C@H](OC(=O)NCCCCCC)[C@H](OC(=O)NCCCCCC)C[C@H]2C(=O)N(c3ccccc3)C(=O)[C@@H]12)S(=O)(=O)c1ccc(C)cc1	6	-7	-2.4	-2	-5	.	.	9	-0.3
C/C(=N/OC(=O)N(C)C)c1ncc(C(F)(F)F)cc1N1CCOCC1	1	?	-0.1	19	-6	-3	-0.6	8	-2.7
O=C(NCc1ccccn1)Nc1cccc(F)c1	3	-5	1.5	-2	2	-5	0.7	5	-2.3
CCC(=O)Nc1ccc(-c2nc(-c3ccccc3)n(CC(=O)N3CCCCC3)n2)cc1	-6	-11	-0.9	0	-2	-11	-3.0	29	-4.6
Cc1ccn2c(-c3csc(NCc4ccccc4)n3)c(C)nc2c1	12	-13	.	4	11	-11	2.7	8	-0.5
Cc1ccc(NCC(=O)Nc2ccc(F)c(Cl)c2)cc1S(=O)(=O)N1CCOCC1	4	-2	-0.9	5	20	.	.	-6	1.1
FC(F)(F)c1ccc2c(c1)NP(=S)(N1CCOCC1)c1nccn1-2 (stereo not given)	-4	0	0.1	0	0	6	0.3	0	-3.6
O=C(COc1ccc2c3c(c(=O)oc2c1)CCC3)N1CCCCC1	4	-5	6.1	26	-4	6	0.3	12	.
Nn1c(COc2cccc(Br)c2)nnc1SCC(=O)N1CCc2ccccc2C1	-2	6	3.7	-2	0	-7	0.3	-1	-3.6
CNC(=S)N(CCc1c(C)[nH]c2ccccc12)Cc1cccnc1	-14	10	3.0	-4	1	-13	2.7	-3	-2.1
CC1CCCCC12NC(=O)N(CC(=O)N1CCN(C(=O)c3cccs3)CC1)C2=O (stereo not given)	7	?	0.2	-1	3	-7	.	2	-1.2

A different layout for part of the listing above.
COCCN(C(=O)CSCC(=O)Nc1cccc(C)c1)c1c(N)n(Cc2ccccc2)c(=O)[nH]c1=O
  GDH-TPI counter = 0	BoNT F protease = -1	BioA inh = .	Mtb FBA inh = 0	PrPC TRFRET = -2	Rv3671c protease = 2	UGM FP inh = -1.5	MazF activator = 1	FadD28 FP inh = -1.7

O=C(NNC(=O)NC1CCCCC1)NC1CCCCC1
  GDH-TPI counter = -17	BoNT F protease = -2	BioA inh = .	Mtb FBA inh = 5	PrPC TRFRET = -6	Rv3671c protease = 9	UGM FP inh = -1.0	MazF activator = 4	FadD28 FP inh = -3.0

(list continues)
SMILES	GDH-TPI counter	BoNT F protease	BioA inh	Mtb FBA inh	PrPC TRFRET	Rv3671c protease	UGM FP inh	MazF activator	FadD28 FP inh
CC(C)(C)N(Cc1ccccc1)C(=O)COC(=O)c1ccc(Br)o1	-3	5	-0.9	-1	-2	2	0.9	5	-4.6
Cc1csc(NC(=O)c2cc(=O)[nH]c3ccc(S(=O)(=O)N4CCOCC4)cc23)n1	6	-7	.	46*	-11	1	3.3	14	-3.0
Cc1noc(C)c1S(=O)(=O)Nc1ccc2c(c1)C(=O)N([C@H](C)CO)C[C@@H](C)[C@@H](CN(C)Cc1ccc3c(c1)OCO3)O2	10	-10	-1.7	-1	7	6	-1.1	8	-3.6
COc1ccc(CCNCc2cccn2C)cc1	2	-38	-2.7	2	0	3	-0.8	0	1.6
CCN(CC)S(=O)(=O)c1cccc2cc(C(=O)O)c(O)cc12	16	-6	-5.5	1	-11	8	-0.9	-2	-0.8
COc1ccc(C(c2nnnn2-c2ccc(OC)cc2)N2CCN(C/C=C/c3ccccc3)CC2)cc1 (stereo not given)	.	-3	0.0	-1	-8	.	.	.	-1.9
COc1ccc(CNC(=O)/C=C/C(=O)O)cc1	-6	?	-4.3	0	-5	3	2.4	3	-0.4
CC1=CC(=C2C(=O)NC(=S)NC2=O)C=C(C(F)(F)F)N1Cc1ccccc1	16	0	.	-1	1	0	3.0	11	-1.8
CCN1CCN(C(=O)CN(C)S(=O)(=O)c2ccc(Cl)cc2)CC1	6	-3	-0.5	0	0	0	2.1	-1	0.5
COc1ccccc1OCC(=O)N(Cc1nnc(-c2ccccc2Cl)o1)C1CC1	4	1	.	-2	-6	-4	0.8	-1	-2.2
CC(NC(=O)c1ccc(Br)s1)C1CCCO1 (stereo not given)	-2	-7	.	-4	.	-2	1.0	10	-3.3
COc1cc(/C=C/C(=O)OCC(=O)N2CCCc3ccccc32)ccc1O	14	-5	-0.3	6	-4	0	0.6	9	0.4
CC(=O)c1cccc(NC(=O)COc2ccccc2)c1	18	5	-1.4	-2	0	-6	-0.1	3	-3.2
Cc1cc2cccc(C)c2nc1SCC(=O)N(C)c1nc(-c2ccccc2)cs1	7	-10	-1.9	1	2	4	-0.6	-7	-1.4
CC(=O)Nc1ccc(NC2=CC(=O)c3ccccc3C2=O)cc1	-8	0	-0.4	2	-9	-7	-1.6	9	-2.9
NS(=O)(=O)c1ccc(NC(=S)Nc2ccc(S(=O)(=O)Nc3nccs3)cc2)cc1	.	3	.	2	-1	.	.	.	0.4
CCCCN(CCCC)C(=O)c1cc2ccccc2c(=O)o1	3	-3	0.7	-4	4	3	1.6	-12	-2.3
Cc1nc(SCC(=O)NCc2ccc3c(c2)OCO3)c(C#N)c2c1CCCC2	14	-5	-1.4	0	2	1	1.7	2	-5.0
CCN(CC)c1nc2c(s1)C(=O)NCCC2	4	-1	.	-3	-3	-12	-0.1	5	0.3
O=C(O)C(C(=O)/C=C/c1ccco1)=C1SCCS1	28	-3	-1.9	-3	-8	2	1.7	15	-0.2
CCC(C)c1ccc(O)c(NC(=O)c2cccnc2)c1 (stereo not given)	6	-26	6.5	-2	1	-1	1.5	-2	-0.6
CN(C)S(=O)(=O)c1cccc(NC(=O)C2Cc3ccccc3CN2C(=O)c2ccco2)c1 (stereo not given)	-1	-5	-0.4	2	13	-11	1.0	-13	.
CCCc1noc2c1C(c1ccoc1)C(C#N)=C(N)N2 (stereo not given)	13	2	-0.1	2	-6	-3	0.3	-3	-1.2
O=[N+]([O-])c1ccccc1/C=N/N1CCN(c2ccncc2S(=O)(=O)N2CCCCC2)CC1	6	-7	-0.3	0	-10	-2	-2.2	1	-0.6
COc1ccc(C(=O)N2CCN(c3ccccn3)CC2)cc1[N+](=O)[O-]	2	-2	.	0	-7	-8	1.2	-1	-2.4
More structures.
SMILES	GDH-TPI counter	BoNT F protease	BioA inh	Mtb FBA inh	PrPC TRFRET	Rv3671c protease	UGM FP inh	MazF activator	FadD28 FP inh
COc1ccc(-n2c(SCC(=O)Nc3ccc(C(N)=O)cc3)nc3ccccc3c2=O)cc1OC	-6	-6	0.3	-2	1	0	0.7	15	-1.2
Cc1cc(C)nc(/N=C(\N)Nc2ccc(C)c([N+](=O)[O-])c2)n1	-1	-13	.	-2	-9	0	-1.8	7	-3.1
Cc1ccc(C(C)n2cc(C(=O)NCc3ccncc3)nn2)cc1 (stereo not given)	10	18	1.6	5	3	1	-3.0	4	0.1
COc1ccc(-n2c(SCC(=O)NCCCN3CCCC3=O)nnc2C(C)N2CCCCC2)cc1 (stereo not given)	1	-4	.	5	0	-5	0.3	-8	-1.3
CCCCNC(=O)Cc1coc2ccc3ccccc3c12	16	-10	4.6	-2	15	-10	2.3	1	-2.2
CCOc1ccc2[nH]c(=O)c(CN(Cc3ccco3)C(CC)c3nnnn3Cc3ccccc3)cc2c1 (stereo not given)	-9	-10	.	27*	-1	-5	1.8	5	-2.4
O=C(OC(C(=O)NC1CCCC1)c1ccccc1F)c1ccco1 (stereo not given)	2	20	.	1	3	5	-2.3	1	-4.2
COc1ccc(NC(=O)CSc2nc(N)cc(=O)[nH]2)cc1S(=O)(=O)N1CCCCC1	5	.	-1.3	4	-4	.	.	7	3.5
CN1CCN(c2ccccc2NC(=O)c2ccc(Br)o2)CC1	14	-4	0.4	2	-10	-3	3.7	7	0.8
CCCC(=O)NC(=S)Nc1ccc(NC(=O)c2cccs2)cc1	13	-10	.	0	9	7	1.6	4	-1.5
COc1ccc(C2(c3ccc(OC)cc3)NC(=O)N(CC(=O)NCC(F)(F)F)C2=O)cc1	-1	-10	0.9	-2	-3	1	-2.8	10	-0.4
CCc1nnc(NS(=O)(=O)c2ccc(NC(=S)NC(=O)c3cccs3)cc2)s1	5	-10	.	3	4	-5	3.1	-3	-5.5
COc1ccc(-c2nc(N3CCOCC3)nc3n[nH]c(N)c23)cc1	16	-18	.	-2	-9	-2	0.6	-5	2.2
O=C(OCC(=O)N1CCCCC1)c1cc(NS(=O)(=O)c2ccc(Cl)c([N+](=O)[O-])c2)ccc1O	3	-10	.	0	4	-11	-2.1	0	-0.9
Cc1cc(C)c2oc(-c3ccc(Cl)c(NC(=O)c4ccc(C#N)cc4F)c3)nc2c1	-2	12	0.2	1	5	2	-0.1	-19	-2.1
Cn1c(C(=O)N2CCN(c3cccc(C(F)(F)F)c3)CC2)cc2sccc21	-4	-5	0.7	-3	11	-1	2.4	-5	-2.9
CCOC(=O)C1(C)CCCN1C(=O)c1cc(F)ccc1C (stereo not given)	4	0	0.7	2	5	.	.	.	-5.3
COC(=O)c1ccc(CNC(=O)C2CCC(=O)N(CCc3ccccn3)C2)cc1 (stereo not given)	9	0	0.7	-3	-4	.	.	-2	-4.2
O=C(CCl)Nc1ccccc1C(=O)c1ccccc1	3	8	.	-5	-4	2	1.3	-20	-3.7

In the list so far, these contain a tert-butyl group.
SMILES	GDH-TPI counter	BoNT F protease	BioA inh	Mtb FBA inh	PrPC TRFRET	Rv3671c protease	UGM FP inh	MazF activator	FadD28 FP inh
Cc1cccc(C)c1NC(=O)C1CCCN1C(=O)OC(C)(C)C (stereo not given)	-2	-5	.	-1	0	-5	-0.5	6	-0.2
CC(C)(C)N(Cc1ccccc1)C(=O)COC(=O)c1ccc(Br)o1	-3	5	-0.9	-1	-2	2	0.9	5	-4.6
